Screens: PubChem BioAssay, several laboratories
AGP1 TOR yeast – alters AGP1-GFP fluorescence in TOR pathway yeast screen | S. cerevisiae AGP1-GFP multiplex flow cytometry, 3 h; GFP as percent of DMSO wells | GFP response vs DMSO, % at 10 µM | actives 0.02% (n = 320,000);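 active = GFP response relative to DMSO above a set limit, near screen average plus 3 SD, cut at about 150% in these data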;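 note: median GFP channel fluorescence of the gated AGP1 strain per well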
proCasp3 act – activates human procaspase-3. P42574. recombinant procaspase-3 D3A, Ac-DEVD-pNA absorbance 405 nm. activation, % at 8.5 µM. actives 0.11% (n = 330,000). AID 463141;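 active = activation above the mean of all tested compounds plus 3 SD, cut at about 21% in these data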;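 note: 0% = DMSO alone and 100% = DMSO wells spiked with extra 5 µM PC-3 D3A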
Target sequence (P42574 whole entry D9A/D28A/D175A): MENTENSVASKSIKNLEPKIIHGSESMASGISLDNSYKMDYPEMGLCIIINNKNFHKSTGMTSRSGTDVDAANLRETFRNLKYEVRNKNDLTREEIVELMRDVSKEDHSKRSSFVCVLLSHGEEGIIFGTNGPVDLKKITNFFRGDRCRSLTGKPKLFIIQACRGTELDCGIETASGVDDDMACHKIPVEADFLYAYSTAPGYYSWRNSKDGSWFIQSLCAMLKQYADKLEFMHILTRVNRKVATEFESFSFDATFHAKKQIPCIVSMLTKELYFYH
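assay system = Procaspase-3 D3A mutant | signal = absorbance at 405 nm, 0 and 120 min | times = 1 h preincubation plus 2 h reaction at 25 °C | repeats = single replicate | read-out = % activation between DMSO and enzyme-spiked controls | medium = Zinc-free HEPES saline buffer with Triton X-100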
procasp7 counter – counter-screen for procaspase-3 activators: activators of human procaspase-7; actives 0.093% (n = 330,000); AID 463210; recombinant procaspase-7, Ac-DEVD-pNA absorbance 405 nm; D23A/D198A/D206A triple mutant, cannot self-cleave; scale: DMSO 0, 5 µM enzyme 100; activation, % at 8.5 µM;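 active = percent activation above the screen-wide mean plus 3 SD, cut at about 25% in these data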
Target sequence (P55210 whole entry D23A/D198A/D206A): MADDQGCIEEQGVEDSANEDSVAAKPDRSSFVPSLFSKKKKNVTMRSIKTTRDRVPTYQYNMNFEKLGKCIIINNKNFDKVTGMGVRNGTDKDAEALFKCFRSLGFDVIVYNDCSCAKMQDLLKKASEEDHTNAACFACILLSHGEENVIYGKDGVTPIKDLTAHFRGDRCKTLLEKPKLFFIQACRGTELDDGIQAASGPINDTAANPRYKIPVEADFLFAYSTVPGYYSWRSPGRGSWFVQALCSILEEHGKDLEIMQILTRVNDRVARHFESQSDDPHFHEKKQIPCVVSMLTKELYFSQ
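Test system: Procaspase-7 triple mutant (PC-7 D3A). Also added: Ac-DEVD-pNA substrate, 400 µM as added. Schedule: 1 h enzyme–compound preincubation and 2 h substrate reaction, both 25 °C. Signal: p-Nitroaniline absorbance at 405 nm, read at 0 and 120 min. Control set: low DMSO alone, high DMSO plus 5 µM PC-7.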
RPL19A-GFP yeast – modulators of TOR pathway RPL19A-GFP in S. cerevisiae; S. cerevisiae RPL19A-GFP strain, flow cytometry, 3 h; hits give low values; percent response vs DMSO, % at 10 µM; actives 0.3% (n = 330,000); AID 2025;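 active = percent response vs DMSO below 50%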;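 note: median channel GFP fluorescence of the barcoded RPL19A-GFP strain; ratio of sample median GFP to plate DMSO average so 100% = DMSO; lower means less RPL19A-GFP as with rapamycin TOR inhibition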
CIT2 TOR yeast – alters CIT2-GFP fluorescence in TOR pathway yeast screen | actives 0.065% (n = 320,000) | S. cerevisiae CIT2-GFP strain, flow cytometry, 3 h; 100 means same as DMSO wells | GFP response vs DMSO, % at 10 µM;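 active = GFP response relative to DMSO above a set limit, near the screen mean plus 3 SD, cut at about 150% in these data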;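 note: ratio of well median GFP fluorescence to mean of DMSO wells on the plate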
LAP4-GFP MLPCN – alters LAP4-GFP fluorescence in TOR pathway yeast screen. S. cerevisiae LAP4-GFP multiplex, flow cytometry GFP, 3 h; median GFP as percent of DMSO wells. GFP response vs DMSO, % at 10 µM. actives 0.34% (n = 320,000);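 active = GFP response vs DMSO above a set limit, about the screen mean plus 3 SD, cut at about 150% in these data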
MEP2 TOR yeast – alters MEP2-GFP fluorescence in TOR pathway yeast screen. S. cerevisiae MEP2-GFP strain, flow cytometry GFP, 3 h; 100% = DMSO control level. GFP response vs DMSO, % at 10 µM. actives 0.51% (n = 330,000). AID 2016;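 active = GFP response versus DMSO above a set limit, roughly screen mean plus 3 SD, cut at about 180% in these data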;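 note: median GFP fluorescence of the barcode-gated MEP2-GFP cells per well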
AHR act – human AHR activation | AHR-responsive luciferase reporter cells, luminescence | P35869 | AID 2796 | actives 2.5% (n = 320,000) | activation, % at 5 µM; in the data active = activation above about 47%;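 note: 0% = vehicle wells and 100% = reference agonist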
Active calls of the source: *; x = not tested or not shown.

mol,AGP1 TOR yeast,proCasp3 act,procasp7 counter,RPL19A-GFP yeast,CIT2 TOR yeast,LAP4-GFP MLPCN,MEP2 TOR yeast,AHR act
O=S(=O)(c1ccc(Cl)c(C(F)(F)F)c1)N1CCN(c2ccccn2)CC1,90,-2,-3,88,90,84,93,0
O=C1CC(c2ccccc2)C(=O)N1c1cccc(O)c1 (stereo unspecified),104,10,3,99,99,98,103,4
O=C(NNC(=O)c1cccnc1SCc1cccc([N+](=O)[O-])c1)c1ccccn1,98,5,-3,99,102,95,94,15
CC(C)c1ccc(S(=O)(=O)Nc2ccc3c(c2)OCO3)cc1,100,-5,2,98,83,116,100,0
CCOc1ccc(NC(=O)Cn2cc(C(C)=O)c3ccccc32)cc1,96,2,4,103,100,99,97,2
Cc1nc(SCc2nc3c(F)cccc3[nH]2)c2oc3ccccc3c2n1,114,2,9,104,103,111,104,80*
C=CCSc1n[nH]c(=O)n1-c1cccc(C(F)(F)F)c1,100,0,-2,96,99,99,95,2
CC(=O)N1CCN(C(=O)c2cc(=O)c3ccccc3o2)CC1,97,1,-10,96,90,108,102,1

An excerpt from above in order of their number in CIT2 TOR yeast, low to high.
mol | CIT2 TOR yeast
O=S(=O)(c1ccc(Cl)c(C(F)(F)F)c1)N1CCN(c2ccccn2)CC1 | 90
C=CCSc1n[nH]c(=O)n1-c1cccc(C(F)(F)F)c1 | 99
O=C(NNC(=O)c1cccnc1SCc1cccc([N+](=O)[O-])c1)c1ccccn1 | 102
Cc1nc(SCc2nc3c(F)cccc3[nH]2)c2oc3ccccc3c2n1 | 103

(next part)
mol,AGP1 TOR yeast,proCasp3 act,procasp7 counter,RPL19A-GFP yeast,CIT2 TOR yeast,LAP4-GFP MLPCN,MEP2 TOR yeast,AHR act
COc1cccc(NC(=O)NC2(C(F)(F)F)Oc3ccccc3O2)c1,99,2,-13,99,100,100,101,7
CC1CCCN(Cc2nc3c(c(=O)n(C)c(=O)n3C)n2CCc2ccccc2)C1 (stereo unspecified),94,-4,-8,95,93,99,102,1
OCCNc1nc(-c2cccnc2)nc2ccccc12,103,9,1,102,100,97,107,31
CC(Sc1nnc(C(F)(F)F)n1C)C(=O)NC(N)=O (stereo unspecified),105,1,9,98,98,101,102,0
O=C(Nc1nc2ccc(S(=O)(=O)N3CCCC3)cc2s1)c1ccccn1,89,13,4,89,89,95,89,0
Cc1cnc(C(=O)OCC(=O)c2ccc(Cl)cc2)cn1,100,10,5,105,112,100,101,-3
COc1cccc(NC(=O)COc2ccc3c(c2)CCC3)c1,93,-7,6,94,80,109,92,2
O=C(Nc1cccc2ccccc12)N1CCN(c2ncccn2)CC1,108,8,4,101,109,112,99,5

Entries of single compounds as entered above:
`OCCNc1nc(-c2cccnc2)nc2ccccc12` across the screens: AGP1 TOR yeast = 103; proCasp3 act = 9; procasp7 counter = 1; RPL19A-GFP yeast = 102; CIT2 TOR yeast = 100; LAP4-GFP MLPCN = 97; MEP2 TOR yeast = 107; AHR act = 31
`O=C(Nc1cccc2ccccc12)N1CCN(c2ncccn2)CC1` across the screens: AGP1 TOR yeast = 108; proCasp3 act = 8; procasp7 counter = 4; RPL19A-GFP yeast = 101; CIT2 TOR yeast = 109; LAP4-GFP MLPCN = 112; MEP2 TOR yeast = 99; AHR act = 5

(continued)
mol,AGP1 TOR yeast,proCasp3 act,procasp7 counter,RPL19A-GFP yeast,CIT2 TOR yeast,LAP4-GFP MLPCN,MEP2 TOR yeast,AHR act
Cn1c(=O)c(C(=O)CN2CCN(Cc3ccc4c(c3)OCO4)CC2)c(N)n(Cc2ccccc2)c1=O,100,8,0,98,87,93,97,-4
O=C(CN1C(=O)COc2ccccc21)NCc1ccc(C(=O)O)cc1,99,-4,9,97,98,98,99,1
Cc1c(C(=O)N2CCN(CCc3ccccc3)CC2)oc2ccccc12,96,-2,3,94,97,95,99,6
Cc1cc(CNC(=O)COc2cc(F)ccc2[N+](=O)[O-])c2ccccc2n1,96,0,-5,101,100,94,105,16
CCCCNC(=O)C1CCC(CNc2c(N3CCC(C)CC3)c(=O)c2=O)CC1 (stereo unspecified),97,4,0,93,88,105,97,0
CCOC(=O)Nc1cc(C(=O)OC)cc(C(=O)OC)c1,99,-4,14,105,98,99,102,-2
COc1ccc(CSc2nnnn2C)cc1F,103,15,2,105,107,100,95,2
COc1ccc(Cl)c2sc(N(CCN(C)C)C(=O)CCS(=O)(=O)c3ccc(C)cc3)nc12,101,-13,-6,99,107,101,108,15
CN1CCN(S(=O)(=O)c2ccc(N(C)Cc3c(F)cccc3Cl)nc2)CC1,100,3,10,101,95,98,103,0
CC(C)=NOc1nc(NC(=O)NS(=O)(=O)c2ccccc2Cl)nc(N(C)C)n1,103,-8,12,99,104,105,99,2
O=C(NCCC1CCCCN1S(=O)(=O)c1ccccc1)C(=O)NCc1ccc(F)cc1 (stereo unspecified),104,2,5,99,113,101,108,0
O=C(O/N=C/c1cccc([N+](=O)[O-])c1)C1CC1,x,-4,4,82,98,88,88,-2
FC(F)(F)c1cc(-c2cccs2)n[nH]1,89,1,11,90,88,84,82,-2
COc1cccc(/C=C2\SC(=S)N(C(C(=O)O)c3ccccc3)C2=O)c1OC (stereo unspecified),101,-14,-23,97,82,115,92,3
COc1ccc(NC(=O)COn2nnc3ccc(Cl)cc32)cc1OC,96,0,6,97,93,101,105,7
Cc1ccc2oc(C(=O)Nc3nnc(CC(C)C)s3)c(C)c2c1,108,1,-11,96,96,107,97,-4
CCCCn1c(N)c(N(CC(C)C)C(=O)CN2C(=O)c3ccccc3C2=O)c(=O)[nH]c1=O,111,13,4,99,99,110,105,0
Cc1n[nH]c(C)c1S(=O)(=O)N1CCc2ccccc21,99,2,8,92,101,94,95,21
CCCCNS(=O)(=O)c1cccc(S(=O)(=O)N2CCCC2)c1,100,8,3,104,90,95,98,-3
Cc1ccc(NC(=O)COc2coc(CN3CCN(Cc4ccccc4)CC3)cc2=O)cc1,104,-6,4,99,93,104,106,1
c1ccc2c(c1)oc1c(N3CCOCC3)ncnc12,88,-1,-3,101,98,101,103,73*
COc1ccc(NC(=O)c2c(-c3c(Cl)cccc3Cl)noc2C)c(OC)c1,98,3,-1,102,98,107,103,3
C/C(=N\Nc1ccc(Cl)c(C(=O)O)c1)c1ccccn1,114,-4,3,110,108,101,111,23
CC(=O)Nc1ccc2nc(NC(=O)c3ccco3)sc2c1,142,2,-2,112,105,104,117,119*
NS(=O)(=O)c1ccc(CCNC(=O)C2CCC(CNS(=O)(=O)c3ccc(Br)s3)CC2)cc1 (stereo unspecified),96,1,-6,98,96,102,100,2
COc1ccc(C2C3=C(CC(C)(C)CC3=O)N(C)C3=C2C(=O)CC(C)(C)C3)cc1OC,95,-3,3,98,95,99,96,1
CC(NS(=O)(=O)c1ccccc1)C1CC2CCC1C2 (stereo unspecified),96,-1,6,96,83,112,95,-1
CNC(=O)c1cc2c(ccc3ccccc32)oc1=N,81,-4,-1,81,86,101,125,19
COc1ccc(CN(CC2CCC(C(=O)O)CC2)C(=S)Nc2ccc(C)c(Cl)c2)cc1 (stereo unspecified),90,6,3,91,88,103,100,1
O=C(NCc1ccccc1Cl)c1cccc(NC(=O)c2ccccc2)c1,94,13,9,102,101,89,103,9
CS(=O)(=O)c1ccc(NC(=O)CCN2C(=O)NC3(CCCC3)C2=O)cc1,91,2,-4,91,81,91,92,1
Cn1c(=O)n(C)c2cc(NC(=O)C(F)(F)F)ccc21,91,-2,5,98,87,94,94,2
CC(C)OCC1Cn2c(nc3c2c(=O)n(C)c(=O)n3C)O1 (stereo unspecified),110,3,5,102,105,106,106,1
Cc1cccc(C)c1NC(=O)N1CCCC1C(=O)Nc1ccc(-n2cnnn2)cc1 (stereo unspecified),104,2,11,97,100,100,92,1
CN(c1ccc(OCC(=O)NC2CCCC2)cc1)S(=O)(=O)c1cccs1,103,6,8,98,98,111,111,2
COC(=O)Cc1ccc(N(Cc2ccccc2F)S(=O)(=O)c2ccc(Br)cc2)cc1,100,4,-8,107,102,90,99,-1
O=C(O)c1ccc(NS(=O)(=O)c2ccc(N3C(=O)CCC3=O)cc2)cc1,101,-2,-1,100,99,101,99,-2
O=C(Nc1ccc(F)cc1)c1nc(S(=O)(=O)Cc2ccccc2)ncc1Cl,90,-4,-6,90,73,130,85,18
CC1=NN(C(=O)CCc2ccccc2)C(O)(c2ccncc2)C1 (stereo unspecified),82,1,3,95,98,96,101,3
CC(=O)Nc1ccc(NC(=O)C2CCN(C(=O)NC3CCCCC3)CC2)cc1,103,11,18,102,106,90,100,1
CCC(=O)N1CC23C=CC(CC2CC12CCCCC2)O3 (stereo unspecified),104,0,4,102,104,114,104,2
Cc1nn(Cc2n[nH]c(=S)n2Cc2ccccc2)c(C)c1Cl,108,-10,-16,97,100,90,89,4
O=C1C(c2ccc(F)cc2)N(CC2COc3ccccc3O2)C(=O)CN1C1CCCCC1 (stereo unspecified),100,5,-1,99,102,97,100,-1
CCCCc1nnc(SCC(=O)Nc2nccs2)n1C,94,11,12,103,x,78,102,0
Cn1cc(Cl)c(C(=O)NNC(=S)NC2CCCCC2)n1,98,0,-9,105,99,93,94,2
CC1CCN(S(=O)(=O)c2ccc3[nH]c(=O)cc(C(=O)O)c3c2)CC1,98,5,-5,100,107,103,104,-2
CCc1cccc(NC(=O)Cn2cc3c(n2)CCCC3)c1,101,5,4,102,102,105,103,2
Cc1ccc(CNC(=O)c2sc3nc4c(c(C(F)(F)F)c3c2N)CCC4)cc1,100,4,-1,99,100,101,96,-4
CCOc1ccc(-c2nc3n(c(=O)c2C#N)CCS3)cc1,96,-2,11,104,105,91,107,12
O=C(NCCc1ccccc1)C1CCN(c2nc3ccccc3o2)CC1,88,-1,1,101,112,108,111,-1
CCOC(=O)C1=NN(c2cccc(C)c2)C2(S1)SC(C(C)=O)=C(C)N2c1ccccc1 (stereo unspecified),95,-7,14,95,88,96,94,-1
Cc1ccccc1-c1nc2cc(Cl)ccc2o1,91,7,-4,92,94,90,98,75*
CCc1ccc2oc(-c3cc(N=Cc4cccc(OC)c4O)ccc3O)nc2c1,90,-11,-1,109,93,112,104,125*
Cc1cccc(N2CCN(C(=O)Cc3c(C(=O)O)[nH]c4ccc(Cl)cc34)CC2)c1C,90,1,1,91,97,93,87,5
Cc1nnc(SCC(=O)NC2CCCc3c2cnn3-c2ccccc2F)o1 (stereo unspecified),95,0,7,99,100,88,104,-1
O=C1CC(Cc2ccc(Cl)cc2)C(=O)N1c1ccncc1 (stereo unspecified),80,1,7,89,66,116,88,4

Later entries:
mol,AGP1 TOR yeast,proCasp3 act,procasp7 counter,RPL19A-GFP yeast,CIT2 TOR yeast,LAP4-GFP MLPCN,MEP2 TOR yeast,AHR act
CC(C)c1cc(O)c(-c2ccccc2)c(=O)n1-c1ccc(Cl)cc1,98,-6,2,101,92,96,100,-3
CSC1=NCCN1C(=O)C(C)Oc1ccccc1 (stereo unspecified),99,-10,6,96,91,105,106,-1
COc1ccc(N2CCN(C(=O)C3CCCO3)CC2)cc1 (stereo unspecified),110,1,18,109,108,110,109,3
CCNC(=S)N/N=C/c1cccc(/C=N/NC(=S)NCC)c1,114,2,1,113,111,104,106,9
CCC(NS(=O)(=O)c1ccc(OC)cc1)C(=O)NCCC1=CCCCC1 (stereo unspecified),97,4,3,97,95,98,101,-1
COc1ccc(NC(=O)CCn2cc(C)c3ccccc32)cc1,99,-5,-9,109,104,109,114,3
